Screening data: PubChem, National Center for Advancing Translational Sciences (NCATS)
AT treatment – potential ataxia-telangiectasia treatments restoring KAP-1 phosphorylation; […] A-T fibroblasts, KAP-1 phosphorylation AlphaLISA; neocarzinostatin DNA damage 30 min before lysis; Potency, µM (series often up to 57.5 µM), without a hit: top-dose activation, most hits filed as activators; hit rate 0.19% among 320,000; AID 485349; further: potency means the concentration at half of the fitted maximal effect; % of control where 0% means no effect; nearly all actives have a fitted effect of over 45% in size
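ATM-like activity read as KAP-1 phosphorylation via AlphaLISA donor/acceptor antibody pairs after lysis and 6 hr at 25C. Cells were ATM-null patient fibroblasts ([…], hTERT), dosed 60 min, then exposed to the DSB inducer NCS for 30 min.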
hERG WT inh – inhibitors of human wildtype KCNH2 potassium channel; U2OS, BacMam KCNH2, thallium flux FluxOr; hits give low values; activity change, % at 1.84 µM; hit rate 0.37% among 340,000; AID 720551;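 active means maximum activity change below -70%; inconclusive means maximum activity change between -70% and -50%; inactive means maximum activity change above -50%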; further: on the % scale 0 is the no-effect control and ±100 the full control effect
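U2OS cells transduced with wild-type KCNH2 virus are loaded with FluxOr dye for 45 min, and thallium flux is measured in kinetic reads before and after stimulation buffer. Rate constants are normalized to DMSO controls.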
TRPV1 agonist – human TRPV1 agonism. Q8NER1. TRPV1-expressing cells, Fluo-8 calcium influx, agonist mode. AID 540275. hit rate 0.19% among 320,000. activation, % at 8.33 µM; in the data active means activation above about 80%; inconclusive means between about 30% and that limit; further: 0% is about no effect
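Cells expressing TRPV1 were dye-loaded with Fluo-8 and read kinetically: 10 s baseline, 3 min after compound (agonist portion), then 2 min after EC20 capsaicin (allosteric enhancer portion). Calcium-bound dye fluorescence at 480/520 nm.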
MBNL1-CUG inh – blocks human MBNL1 binding to CUG repeat RNA; hit rate 0.036% among 280,000; TR-FRET MBNL1-His/biotin-(CUG)12 binding, 665/545 ratio; Potency, µM (series often up to 57.5 µM), for inactives: top-dose activity change, negative = inhibition, actives largely listed as inhibitors; active means well fitted inhibition curve with a large enough effect in the signal ratio, with a control signal flat, not every such curve was filed as active; inconclusive means small, poorly fitted or top-dose-only effect, or effect the other way, or a change in a side signal; inactive means no such curve, though single readings can be large or run the other way; the % refers to the signal ratio; further: potency means the concentration at half of the fitted maximal effect; on the % scale 0 is the no-effect control and ±100 the full control effect
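Inhibition of protein-RNA binding appears as loss of TR-FRET between terbium anti-His antibody on MBNL1-His and streptavidin-XL665 on biotin-(CUG)12. Activity is normalized to buffer-only and uninhibited-complex controls.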
KCNH2 3.1 block – inhibitors of human KCNH2 3.1 potassium channel isoform. activity change, % (tested at about 1.8 µM). AID 720553. U2OS KCNH2 3.1, thallium flux FluxOr; hits give low values. hit rate 0.95% among 340,000;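 active means maximum activity change below -70%; inconclusive means maximum activity change from -70% to -50%; inactive means maximum activity change above -50%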;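 further: thallium influx rate constant from kinetic fluorescence after stimulation buffer; on the % scale 0 is the no-effect control and ±100 the full control effect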
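U2OS cells transduced with KCNH2 3.1 mutant virus (1.77 x 10^8 /mL, 4 h), plated overnight at 37 C, loaded 45 min with FluxOr dye plus Red40 quencher. Thallium flux rate constant from kinetic reads after stimulation buffer, normalised to controls.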
Coupling enz – counter-screen for Giardia aldolase inhibitors: coupling enzyme system; hit rate 0.67% among 290,000; activity change, negative = inhibition, % at 58.2 µM, hits read low; coupling enzyme system counterscreen, AmpLite Red fluorescence; AID 2472; in the data active means activity change below about -30%; further: on the % scale 0 is the no-effect control and ±100 the full control effect
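Compounds tested against the coupling enzymes alone at 57.5 uM final; readout was AmpLite Red fluorescence (525/598 nm) after 20 min at RT.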
ASM inhibitor – human S-ASM enzyme inhibition. P17405. placental ASM, HMU-PC fluorogenic substrate, 60 min. Potency, µM (series often up to 57.5 µM), for the others: top-dose activity change, negative = inhibition, most hits filed as inhibitors. hit rate 0.006% among 340,000; further: potency means the concentration at half of the fitted maximal effect
Target sequence (P17405 47-631 limits assumed): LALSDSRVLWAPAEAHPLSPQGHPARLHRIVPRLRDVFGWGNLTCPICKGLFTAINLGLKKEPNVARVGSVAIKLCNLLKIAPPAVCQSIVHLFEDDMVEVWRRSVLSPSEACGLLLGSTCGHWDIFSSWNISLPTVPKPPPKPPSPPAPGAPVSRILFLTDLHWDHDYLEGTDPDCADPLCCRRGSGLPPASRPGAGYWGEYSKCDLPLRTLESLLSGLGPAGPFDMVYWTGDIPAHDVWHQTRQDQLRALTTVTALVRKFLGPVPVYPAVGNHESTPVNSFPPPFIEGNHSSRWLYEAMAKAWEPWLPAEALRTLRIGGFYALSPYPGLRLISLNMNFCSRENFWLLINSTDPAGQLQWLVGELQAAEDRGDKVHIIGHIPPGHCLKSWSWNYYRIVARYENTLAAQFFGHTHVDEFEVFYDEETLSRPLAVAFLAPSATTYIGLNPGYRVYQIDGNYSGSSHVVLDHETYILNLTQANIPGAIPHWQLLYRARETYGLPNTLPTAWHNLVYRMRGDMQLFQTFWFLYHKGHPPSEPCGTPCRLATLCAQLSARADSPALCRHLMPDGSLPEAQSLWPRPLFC
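Fluorogenic HMU-PC substrate (9 uM final) is turned over by placental ASM in 60 min at 37 C after a 10 min compound preincubation. Reaction ended by alkaline stop (pH 10), with fluorescence read at 386/447 nm.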
MLL CXXC-DNA inh – MLL CXXC-DNA interaction inhibition. Potency, µM (titrated, usually from 115 µM), for the others: top-dose activity change, negative = inhibition, usual class: inhibitors. MLL-CXXC / FITC-HOXA9 DNA fluorescence polarization. AID 2662. Q03164. hit rate 0.037% among 290,000; active means well fitted inhibition curve with a large enough effect in the polarisation, with a control signal flat, not every such curve was filed as active; inconclusive means small, poorly fitted or top-dose-only effect, or effect the other way, or a change in a side signal; inactive means no such curve, though single readings can be large or run the other way; the % refers to the polarisation; further: potency means the concentration at half of the fitted maximal effect
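Steps: dispense CXXC domain solution (7 uM) → pin compounds or unlabeled HOX-A9 DNA control → 5 min ambient → add FLSN-HOX-A9 solution (50 nM) → spin → 30 min ambient → fluorescence polarization. Tris pH 7.5/NaCl/DTT/BSA buffer.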
Integrin act MD – integrin-mediated muscular dystrophy alleviation activation | alpha7betagal myoblasts, beta-gal FDG fluorescence, 48 h | Potency, µM (titrated, usually from 38.3 µM), inactives show at the top dose activation, hits mostly activators | hit rate 0.064% among 350,000 | AID 624291;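 further: potency means the concentration at half of the fitted maximal effect; 100% = response of the positive control SU9516; nearly all actives have a fitted effect of over 60% in size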
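Alpha7betagal+/- myoblasts (passage 13) were plated 16-24 hr, then exposed to compounds (1:260 dilution of DMSO stock) for 48 hours at 37C. After MPER lysis, β-galactosidase reporter activity was read as FDG fluorescence (ex 480/em 540) after 30 minutes.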
GALK inhibitor – blocks human galactokinase activity; P51570; Potency, µM (top dose mostly 57.5 µM), inactives show at the top dose activity change, negative = inhibition, hits mostly inhibitors; Purified GALK, Kinase-Glo residual ATP luminescence; AID 1868; hit rate 0.007% among 270,000; further: potency means the concentration at half of the fitted maximal effect; on the % scale 0 is the no-effect control and ±100 the full control effect
Target sequence (P51570 whole entry, looked up): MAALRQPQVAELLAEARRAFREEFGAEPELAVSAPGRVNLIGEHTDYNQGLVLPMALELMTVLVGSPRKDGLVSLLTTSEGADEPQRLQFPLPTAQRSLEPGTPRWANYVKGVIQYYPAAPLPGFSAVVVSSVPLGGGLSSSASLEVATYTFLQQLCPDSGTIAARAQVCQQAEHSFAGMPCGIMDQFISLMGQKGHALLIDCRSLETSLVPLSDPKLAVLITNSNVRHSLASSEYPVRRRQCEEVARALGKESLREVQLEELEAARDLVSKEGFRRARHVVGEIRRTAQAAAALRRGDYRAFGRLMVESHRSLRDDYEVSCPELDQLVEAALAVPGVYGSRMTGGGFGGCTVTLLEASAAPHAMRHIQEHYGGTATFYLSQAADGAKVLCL
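Compounds were pin-transferred into ATP buffer (35 uM final), then GALK plus galactose (5 nM, 100 uM final) was added. After 1 h at room temperature, Kinase-Glo Plus was added and luminescence read after 10 min.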
* = called active by the depositor; ? = inconclusive; / = no result given; [ ] = dose if it differs, or a comment. Unless noted, the call rests on the fitted dose curve; in most records, active means well fitted curve in the direction sought with a large enough effect; inconclusive means small, poorly fitted or top-dose-only effect, or another doubt; inactive means no such curve, though single readings can be large; an effect the other way counts as inactive or inconclusive.

(1) CCN(C(=O)CSc1nnc(SC(C)C)s1)C1CCS(=O)(=O)C1 (stereo not drawn)
(2) CCc1cc2c(=O)[nH]c(COC)nc2s1
(3) CCOc1ccc(-c2c(C(=O)N/N=C(\C)c3cccs3)nnn2-c2nonc2N)cc1
(4) CCOC(=O)CC(=O)Nc1cc(Cl)ccc1O
(5) CC(NC(=O)CN1C(=O)NC(C)(c2cccc3ccccc23)C1=O)c1ccccc1 (stereo not drawn)

screen / no.	1	2	3	4	5
AT treatment	19%	21%	-2%	-8%	2%
hERG WT inh	-9	15	2	3	-3
TRPV1 agonist	2	0	5	-8	0
MBNL1-CUG inh	/	-2%	-6%	-9%	-4%
KCNH2 3.1 block	19	-3	-12	-2	-3
Coupling enz	/	0	/	0	1
ASM inhibitor	-1%	4%	8%	1%	-4%
MLL CXXC-DNA inh	/	-1%	-6%	11%	-2%
Integrin act MD	3%	-8%	?	18%	3%
GALK inhibitor	/	3%	-4%	0%	0%

(6) CC(Oc1ccccc1)C(=O)N1CCC2(CC1)Oc1ccc(F)cc1C(=O)C21CC(c2ccc(Cl)cc2)=NO1 (stereo not drawn)
(7) O=C(CSc1nc2ccc([N+](=O)[O-])cc2[nH]1)NC1CCCCC1
(8) COc1ccc(/C(C)=N/NC(=O)CNC(=O)CCc2ccccc2)c(OC)c1
(9) Cc1cc(Nc2nc3ccccc3nc2Cl)n(-c2ccc([N+](=O)[O-])cc2)n1
(10) COc1ccc(C(=O)NC(=S)Nc2cccc3cc(O)ccc23)cc1OC

screen / no.	6	7	8	9	10
AT treatment	/	-3%	-11%	/	18%
hERG WT inh	-4	-7	13	14	5
TRPV1 agonist	/	?	1	2	1
MBNL1-CUG inh	/	?	-3%	94%[activator]	20%
KCNH2 3.1 block	-5	12	5	8	/
Coupling enz	/	5	3	-2	/
ASM inhibitor	2%	-2%	3%	-3%	-14%
MLL CXXC-DNA inh	/	-2%	-4%	-8%	-6%
Integrin act MD	12%	-16%[7.66 µM]	-11%	-27%	-6%
GALK inhibitor	/	1%	6%	-1%	1%

(11) CCOc1ccccc1N(CC(=O)Nc1ccc(OC)cc1)S(=O)(=O)c1ccccc1
(12) CCN(CC)CCn1c(SCC(=O)NCCC2=CCCCC2)nc2c(sc3ccccc32)c1=O
(13) Nc1ccc(-c2nnc(-c3ccc(N)cc3)o2)cc1
(14) Cc1cc(OCC(=O)Nc2ccc(N3CCCC3)cc2)cc(C)c1Cl
(15) O=C(CSc1nnc(C2CC2)n1Cc1ccccc1)NCc1ccccc1

screen / no.	11	12	13	14	15
AT treatment	2%	-2%	23%	7%	4%
hERG WT inh	0	-34	-16	-22	4
TRPV1 agonist	11	10	4	-2	-3
MBNL1-CUG inh	2%	6%	11%	1%	1%
KCNH2 3.1 block	-16	-38	5	16	6
Coupling enz	-1	-2	-1	-1	7
ASM inhibitor	-7%	-1%	471%[activator]	-18%	0%
MLL CXXC-DNA inh	-1%	6%	16%	47%[activator]	3%
Integrin act MD	-22%	0%	31%	-38%	5%
GALK inhibitor	-1%	0%	2%	0%	0%

(16) Cc1nc(N)c(Cc2ccccc2F)c(N)n1
(17) O=C(CNC(=O)c1ccco1)N/N=C/c1cc(Br)ccc1O
(18) Cc1csc2c(=O)sc(NC(=O)c3ccc(F)cc3)nc12
(19) Cc1ccc(-n2ncc3c(N4CCC(C(N)=O)CC4)ncnc32)c(C)c1
(20) COc1ccc(OCc2cc(C(=O)N3C[C@@H](C)O[C@@H](C)C3)no2)c(Cl)c1

screen / no.	16	17	18	19	20
AT treatment	3%	3%	-2%	-2%	5%
hERG WT inh	2	9	-5	5	-8
TRPV1 agonist	1	-1	1	12	3
MBNL1-CUG inh	-7%	26%	8%	?	-4%
KCNH2 3.1 block	16	13	17	18	/
Coupling enz	1	3	4	-1	/
ASM inhibitor	-2%	328%[activator]	29%	0%	2%
MLL CXXC-DNA inh	1%	7%	5%	2%	2%
Integrin act MD	4%	-1%	10%	4%	25%
GALK inhibitor	-2%	-1%	4%	-1%	3%

(21) O=S(=O)(Cc1cc(Cl)nc(-c2cccnc2)n1)c1ccccc1
(22) CC(C)(C)NC(=O)Cn1nnc(-c2ccc(Cl)cc2)n1
(23) CN1CCN(c2ccc(C(F)(F)F)cc2NC(=O)c2ccco2)CC1
(24) Cc1cc(C)c(Nc2cc(S(=O)(=O)O)c(N)c3c2C(=O)c2ccccc2C3=O)c(C)c1
(25) O=S(=O)(c1ccccc1)N1CCNc2ccccc21

screen / no.	21	22	23	24	25
AT treatment	-8%	3%	7%	-8%	/
hERG WT inh	22	6	36	0	0
TRPV1 agonist	-3	5	11	1	/
MBNL1-CUG inh	-1%	7%	-10%	?	/
KCNH2 3.1 block	-3	0	-29	-16	-122*
Coupling enz	3	3	-2	-4	/
ASM inhibitor	3%	2%	-1%	9%	2%
MLL CXXC-DNA inh	-5%	3%	0%	-3%	/
Integrin act MD	-64%	8%	-6%	-8%	21%
GALK inhibitor	-10%	3%	-4%	1%	/

3 entries out of the list, sorted by molecular weight, largest number first:
(11) CCOc1ccccc1N(CC(=O)Nc1ccc(OC)cc1)S(=O)(=O)c1ccccc1
(1) CCN(C(=O)CSc1nnc(SC(C)C)s1)C1CCS(=O)(=O)C1 (stereo not drawn)
(25) O=S(=O)(c1ccccc1)N1CCNc2ccccc21

screen / no.	11	1	25
AT treatment	2%	19%	/
hERG WT inh	0	-9	0
TRPV1 agonist	11	2	/
MBNL1-CUG inh	2%	/	/
KCNH2 3.1 block	-16	19	-122*
Coupling enz	-1	/	/
ASM inhibitor	-7%	-1%	2%
MLL CXXC-DNA inh	-1%	/	/
Integrin act MD	-22%	3%	21%
GALK inhibitor	-1%	/	/

New compounds follow.
(26) O=C(Cn1nc(C(F)F)cc1C(F)F)NNC(=S)Nc1ccc([N+](=O)[O-])cc1
(27) COc1ccc(NC(=O)c2c[nH]n3c(=O)cc(C4CCN(C(=O)OC(C)(C)C)CC4)nc23)cc1Cl
(28) O=C(CSc1nnc(-c2cccs2)n1-c1ccccc1)N1CCCc2ccccc21
(29) CCCOc1ccc(C2/C(=C(/O)c3ccc(F)cc3)C(=O)C(=O)N2CCCN(C)C)cc1 (stereo not drawn)
(30) COc1ccc(/C=N\NC(=O)COc2ccccc2Cl)cc1Cn1nc(C)cc1C

screen / no.	26	27	28	29	30
AT treatment	0%	5%	-1%	5%	-4%
hERG WT inh	-12	20	33	41	0
TRPV1 agonist	1	9	-2	1	1
MBNL1-CUG inh	?	-20%	10%	13%	-2%
KCNH2 3.1 block	-4	-5	-8	9	2
Coupling enz	1	7	3	2	1
ASM inhibitor	-11%	18%	5%	-3%	-2%
MLL CXXC-DNA inh	1%	-7%	2%	-5%	1%
Integrin act MD	?	-18%	24%	0%	8%
GALK inhibitor	-1%	-22%	-1%	0%	-1%

(31) CCOc1ccc(CCNC(=O)c2sc3nc4n(c(=O)c3c2C)CCC4)cc1OCC
(32) CCOc1ccc(N(CC(=O)N2CCN(c3ccccc3OC)CC2)S(=O)(=O)c2ccc(C)cc2)cc1
(33) Cc1cc(OCC(=O)O/N=C(\N)Cc2cccs2)ccc1Br
(34) CC(NCc1ccco1)C(=O)N1CCc2ccccc2C1 (stereo not drawn)
(35) O=c1[nH][nH]c(-c2ccccc2O)c1C(C[N+](=O)[O-])c1ccc(Br)cc1 (stereo not drawn)

screen / no.	31	32	33	34	35
AT treatment	-2%	-6%	23%	1%	?
hERG WT inh	2	-6	1	-27	-25
TRPV1 agonist	-1	-3	12	25	-1
MBNL1-CUG inh	-5%	1%	-27%	-9%	-8%
KCNH2 3.1 block	1	/	2	-26	13
Coupling enz	/	-2	2	0	1
ASM inhibitor	0%	-2%	-4%	-1%	-8%
MLL CXXC-DNA inh	-3%	-4%	-10%	-2%	-6%
Integrin act MD	-11%	-3%	17%	-19%	-56%[inhibitor]
GALK inhibitor	3%	3%	-4%	-1%	1%

(36) O=C(COC(=O)CCCNC(=O)c1ccc(Cl)cc1)NC1CC1
(37) COCCNC(=O)Cn1cnc2c(cnn2-c2ccc(C)cc2)c1=O
(38) COC(=O)c1c(NC(=O)CN2CCC(C(N)=O)CC2)c2c(C)cccc2n1C
(39) Nn1c(SCc2csc(-c3ccccc3)n2)nnc1-c1cccs1

screen / no.	36	37	38	39
AT treatment	5%	-7%	-6%	-10%
hERG WT inh	3	-2	0	-25
TRPV1 agonist	-3	1	0	1
MBNL1-CUG inh	-3%	-6%	7%	75%[activator]
KCNH2 3.1 block	-6	12	-1	-9
Coupling enz	1	-2	2	0
ASM inhibitor	-3%	-10%	1%	-4%
MLL CXXC-DNA inh	-4%	15%	2%	19%
Integrin act MD	-18%	0%	1%	-13%
GALK inhibitor	4%	0%	1%	1%
